bCat nuc transl: modulators of beta-catenin nuclear translocation; nuclear translocation activity, % at 5 µM; hit rate 0.3% among 190,000; HeLa beta-catenin nuclear translocation, immunofluorescence imaging;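 active = nuclear translocation activity above 50% at 5 µM, with a well cell count of 50 or more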;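 also: per-cell ratio of nuclear to cytoplasmic median beta-catenin stain intensity; plate controls were DMSO negative control for no effect and GSK-3 inhibitor IX positive control for full effect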
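test system = HeLa cells, endogenous beta-catenin | dosing = single 5 µM dose plus 0.02–20 µM confirmation series | times = compound treatment 24 h, 37°C, 5% CO2 | technique = beta-catenin immunofluorescence imaging with DAPI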
Hep lipid drop: hepatic lipid droplet formation modulation; AID 1656; AML12 mouse hepatocytes, oleate lipid droplets, BODIPY imaging; hit rate 0.4% among 240,000; inhibition, % at 6.5 µM;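 active = lipid droplet intensity inhibited by at least 50%, with more than 500 cells counted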
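Test system: AML12 mouse liver cells; schedule: overnight exposure; technique: high-content imaging of BODIPY-stained droplets and DAPI nuclei; read-out: % inhibition of corrected integrated BODIPY droplet signal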
TNAP activators: human TNAP enzyme activators, primary screen, biochemical, luminescent, no phosphate acceptor, uHTS (AID 1001); purified TNAP, luminescent activation assay, no phosphate acceptor; higher activation fold means a stronger effect; hit rate 0.03% among 200,000; activation fold at 20 µM; hits with a dose series show EC50 in µM; in the data active = activation fold from about 3, or a potency from the dose series; inactive = the rest, 99 in 100 with activation fold below about 1.6; also: many of its hits are not listed in these tables
human PMI inhibitors: human PMI inhibitors, high substrate, primary screen, biochemical, fluorescence intensity, high mannose 6-phosphate (AID 1220). recombinant PMI enzyme, coupled fluorescence intensity; higher % means a stronger effect. one-dose inhibition, % at 20 µM; IC50 in µM for titrated hits. hit rate 0.66% among 190,000
human PMI inhibition: MPI enzyme activity inhibition – biochemical, fluorescence intensity, coupled assay, primary screen (AID 1209); inhibition, % at 20 µM; hits with a dose series show IC50 in µM; purified PMI enzyme, coupled fluorescence intensity; higher % means a stronger effect; hit rate 0.42% among 190,000;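 also: plate controls were DMSO vehicle for no effect and wells lacking substrate for full effect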
Autophagy HCS: alters autophagy in cells. MEF GFP-LC3 puncta imaging; test concentration mostly 10 µM. calls only at 10 µM (by protocol). hit rate 0.98% among 190,000;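 active = percentage of spot-positive cells more than 3 SD above its plate mean, without a fluorescence outlier flag or 80% toxicity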;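 also: spot-positive cell cutoff set from DMSO-treated cells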
MT stabilizer: stabilizes microtubules in HeLa cells | AID 2205 | hit rate 0.83% among 200,000 | HeLa tubulin immunostaining HCS, 24 h; share of cells brighter than vehicle mean+2SD | % tubulin-high responders, % at 10 µM;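 active = plate Z-score above 3 for both tubulin-high and condensed-nucleus cell shares, with cell loss under 80%, at 10 µM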;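 also: anti alpha tubulin signal scored within the nucleus-defined area of each cell; some results filed as inactive read as strong as hits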
Insulin prom up: MIN6 insulin promoter up-regulation; MIN6 insulin promoter-GFP reporter, high-content imaging; active compounds read high; z-score at 5 µM; hit rate 0.3% among 190,000; AID 1625;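 active = z-score above 3 at 5 µM with at least 500 cells counted in the well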
T cell modulator: modulates CD8 T cell binding to vesicles | 2C CD8+ T cell-vesicle binding, flow cytometry; active compounds read low | calls only at 7 µM | hit rate 0.068% among 330,000 | AID 2052;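 active = response, share of CD8 T cells binding vesicles, and their 90th percentile fluorescence all below set limits, cut at about 80% in these data, passing the limit was not always enough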
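Material: 2C TCR transgenic mouse naive CD8+ T cells, MACS-purified. Also added: QL9-charged Drosophila Ld/ICAM-1/B7-1 vesicles. Timing: binding 1.5 h at 37 °C. Measured by: high-throughput flow cytometry with anti-B7-1 and anti-CD8 staining. Read-out: percent CD8+ FL2 mean versus row control. Controls: Unloaded micro-vesicles (low), QL9 vesicles with 0.7% DMSO (high).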
Insulin prom up cell count: second read-out of Insulin prom up, no call of its own (marks repeat the call); cell count; measured here: cytotoxicity, nuclei count;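 total cells summed across four imaged fields per well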
Hep lipid drop cells 6.5 µM: recorded beside Hep lipid drop, whose call it bears; cell count; measured here: cell count, cytotoxicity flag;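 cells counted across two imaged fields per well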
bCat nuc transl cell count 5 µM: second read-out of bCat nuc transl, no call of its own (marks repeat the call); cell count; measured here: cell count, cytotoxicity flag
T cell modulator vesicle-bound %: recorded beside T cell modulator, whose call it bears; double positive events, %; measured here: CD8+ vesicle-bound cell fraction;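 binding gate set so that unloaded-vesicle control wells show 10% double positive cells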
MT stabilizer Hoechst-high %: further read-out of MT stabilizer, marked with its call; % Hoechst-high responders; measured here: nuclear condensation Hoechst responders;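 share of cells brighter than vehicle mean plus two SD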
MT stabilizer cytotoxicity %: recorded beside MT stabilizer, whose call it bears; toxicity, %; measured here: cytotoxicity by cell density;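 0% = mean cell density of plate MIN control wells and 100% = no cells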
Autophagy HCS cell loss 18 h: further read-out of Autophagy HCS, marked with its call; toxicity, %; measured here: cell loss, nuclei count;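 cell loss after 18 h compound exposure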
Numbers without * were called inactive; i = inactive; / = not tested or not shown. Rule as the data show it, unless noted: active = inhibition above about 50%; inactive = the rest.

molecule,human PMI inhibition,bCat nuc transl,Hep lipid drop cells 6.5 µM,T cell modulator,MT stabilizer,Hep lipid drop,Autophagy HCS cell loss 18 h,Autophagy HCS,bCat nuc transl cell count 5 µM,T cell modulator vesicle-bound %,TNAP activators,human PMI inhibitors,Insulin prom up,Insulin prom up cell count,MT stabilizer cytotoxicity %,MT stabilizer Hoechst-high %
CCNc1nc(NCC)nc(ON=C(C)C)n1,3.1%,3.5,/,i,3.4,/,-27.6,i,1411,6.6,1.1,4.6%,-0.22,1683,6.8,1.4
COC(=O)c1cc(=O)c2ccc(OC)cc2o1,-8.3%,-1.3,/,/,/,/,/,/,1014,/,1,-3.5%,-0.27,1203,/,/
COCCN(C(=O)/C=C/c1ccccc1)c1nnc(-c2cccnc2)s1,-21.1%,-0.3,701,i,1.0,5.0,2.4,i,1144,51.2,1.1,-10.0%,-0.55,1204,1.2,1.5
Cn1nc(-c2ccc(Cl)cc2)c2cc(C(=O)N3CCCC3)sc21,15.1%,/,/,i,2.9,/,3.9,i,/,47.9,1.1,14.1%,0.58,843,4.7,3.3
CCOCCCNC(=S)N1CCC(NC(=O)c2ccco2)CC1,-6.3%,0.6,724,i,2.8,-1.0,-17.7,i,1562,28.4,1.1,-5.5%,/,/,0.8,3.0
Cn1c(SCC(N)=O)nnc1-c1cnccn1,4.0%,-0.4,647,i,2.8,2.9,1.0,i,1480,30.0,1,-0.2%,0.65,1532,5.1,1.8
Cc1ccc(N=Cc2nc(-c3ccco3)oc2O)cc1,11.1%,-2.8,/,i,4.5,/,-19.0,i,1061,11.0,1.1,18.1%,-0.01,1199,6.7,2.6
O=C(Nc1nnc(-c2ccco2)o1)c1ccc(S(=O)(=O)N2CCOCC2)cc1,-10.7%,-0.3,699,i,2.1,3.6,-0.1,i,1091,45.7,1.4,-1.2%,/,/,3.2,1.6
CC[C@H]1OC(=O)C[C@@H](O)[C@H](C)[C@@H](O[C@@H]2O[C@H](C)C[C@H](N(C)C)[C@H]2O)[C@@H](CC=O)C[C@@H](C)C(=O)C=C[C@]2(C)O[C@H]2[C@@H]1C,/,5.0,704,i,/,30.3,/,/,1177,47.2,/,/,1.5,922,/,/
COc1cc(/C=C2\SC(c3ccccc3)=NC2=O)cc(Cl)c1O,44.9%,0.9,573,/,3.1,-3.1,1.3,i,1523,/,0.5,48.1%,-0.2,1452,7.9,3.0
CCOc1ccccc1Oc1coc2cc(O)ccc2c1=O,2.1%,-4.1,/,i,2.4,/,20.4,i,1032,2.5,1.1,-3.4%,0.33,1279,8.9,2.0
Cc1ccc2nc(-c3ccccc3)c(NC(=O)c3ccco3)n2c1,-2.0%,-6.8,736,i,2.6,-7.5,-14.5,i,1182,30.6,1,3.7%,0.17,1321,4.4,2.4
CNC(=O)CSc1nc(N)c2c3c(sc2n1)CCC3,9.2%,/,/,i,1.8,/,1.4,i,/,34.9,1.1,7.8%,/,/,2.9,1.8
COC(=O)c1cnc2ccccc2n1,-10.9%,-0.6,719,i,1.7,-10.9,-1.0,i,1017,33.5,1,-8.5%,/,/,8.8,2.1
CCSc1nnc2n1C(C)(C)Cc1ccccc1-2,-4.4%,-4.0,777,i,1.8,14.9,26.8,i,1107,33.9,1.1,-2.2%,1.23,922,6.0,1.4
C=CCCCCCCCCC(=O)NN,4.0%,-1.4,664,i,3.3,43.1,14.3,i,1103,52.0,1.1,4.9%,-0.01,1826,6.1,1.9
CCc1nc(C#N)c(N2CCCCC2)o1,-4.6%,/,704,i,3.5,-3.2,-45.3,i,/,33.5,1.1,-3.9%,0.95,931,4.4,2.7
Cc1cc(C)n2nc(C)c(Br)c2n1,3.8%,-0.3,662,i,3.7,-5.9,7.1,i,1024,51.8,1.1,5.2%,-0.21,1265,4.9,2.0
CC(NC(=O)c1cccs1)c1n[nH]c(=S)n1C (stereo not given),-6.6%,1.0,686,i,4.7,-2.4,0.4,i,532,4.7,1.1,-6.1%,0.08,1364,3.6,3.4
CC(NS(=O)(=O)c1cccc(S(=O)(=O)c2ccccc2)c1)C(=O)O (stereo not given),-19.2%,-0.1,708,i,2.2,10.4,-3.8,i,943,37.5,0.9,-19.7%,1.35,1322,12.3,3.6
CC(C)CNS(=O)(=O)c1ccc(CCC(=O)Nc2ccc3c(c2)OCCO3)cc1,5.0%,-0.8,/,i,1.0,/,2.4,i,1396,29.5,1.1,1.2%,0.62,1447,5.7,0.9
O=C(NCc1csc2ccc(Cl)cc12)Nc1ccccc1,/,-3.6,735,i,/,-2.4,/,/,1140,37.3,/,/,-1.66,1399,/,/
O=C(CCN1CCN(c2ccccc2)CC1)NNC(=O)c1cccc2ccccc12,-2.7%,0.2,662,i,1.6,30.2,-0.6,i,485,31.3,1.5,-2.3%,0.8,1190,5.7,3.0
Nc1nc(-c2ccccc2)c(N=Nc2ccccc2Cl)s1,14.9%,1.5,462*,i,2.8,104.0*,-6.6,i,1073,31.7,0.7,14.5%,-0.88,1451,6.4,2.9
CCc1ccc(OC)c(S(=O)(=O)NCCOc2ccccc2)c1,13.2%,-0.6,662,i,2.6,-20.0,-1.8,i,1093,38.8,1.1,-2.4%,0.22,1458,7.4,1.4
CC1=C(C(=O)OC(C)C)C(c2cccs2)NC(=O)N1 (stereo not given),-4.7%,3.7,698,i,2.3,6.3,-18.8,i,1055,37.8,1.1,-7.2%,-0.16,1316,6.8,1.9
CNC(=O)c1[nH]cnc1C(=O)Nc1ccccn1,-3.5%,-0.6,604,i,2.0,-1.3,-6.4,i,1504,60.7,2.3,-4.8%,0.29,1513,3.6,2.4
COc1cc(C(=O)Nc2nnc(CC(C)C)s2)c([N+](=O)[O-])cc1OC,11.7%,-2.7,692,i,2.5,6.6,35.6,i,1058,52.6,1,42.9%,0.3,1481,3.0,1.4
O=c1cc(-c2ccccc2)nc2c(-c3ccccc3)c(C(F)(F)F)[nH]n12,/,-4.4,615,i,/,-13.3,/,/,1166,21.0,/,/,0.06,1536,/,/
COc1cc(/C=N/NC(=O)CCc2c(C)n[nH]c2C)cc(OC)c1OC,-2.1%,/,760,i,0.9,7.8,-4.1,i,/,30.6,1.2,-2.0%,0.94,850,6.3,0.9
COc1ccc(-n2c(C)n[nH]c2=O)cc1OC,1.3%,/,/,i,3.0,/,7.7,i,/,22.7,1.1,-4.9%,/,/,5.6,1.7
Cc1cc(C)c(NC(=O)CS(=O)CC(=O)Nc2ccc(F)cc2F)c(C)c1 (stereo not given),/,-0.1,695,i,/,9.2,/,/,1312,19.2,/,/,0.13,930,/,/
O=C(CC1CCCCC1)OCn1nnc2ccccc2c1=O,-0.7%,/,801,i,0.9,3.1,2.7,i,/,36.6,1.1,-1.4%,-1.19,1026,10.8,0.7
CCOC(=O)C(=CNc1ccc(N2CCOCC2)cc1)C(=O)OCC,/,-1.8,671,i,/,7.3,/,/,1097,23.4,/,/,-0.18,1423,/,/
COc1ccc(Cl)cc1-n1c(=S)sc2c(=O)[nH]c(SCC(=O)NCC3CCCO3)nc21 (stereo not given),-7.6%,3.1,/,i,3.5,/,-2.3,i,1352,35.2,1.1,-9.2%,-0.37,1477,4.5,1.9
O=C(CNS(=O)(=O)c1ccc2ccccc2c1)OCc1csc(-c2ccccc2)n1,-7.4%,2.0,648,i,2.1,-4.8,-0.9,i,1032,31.2,0.9,-0.3%,0.43,1293,8.9,3.7
COC(=O)c1ccccc1NC(=O)CSCC(=O)Nc1ccccc1,8.1%,2.7,/,i,1.9,/,4.0,i,1348,63.3,1.1,22.0%,0.8,1561,7.6,1.7
COCCn1c(CN2CCN(c3cccc(Cl)c3)CC2)nc2c1c(=O)n(C)c(=O)n2C,5.0%,0.1,/,i,5.5,/,/,/,1178,20.3,1.1,5.9%,0,1011,5.6,1.3
Clc1ccc(CNc2nc(CN3CCOCC3)nc3scc(-c4ccccc4)c23)cc1,24.4%,-0.1,620,i,3.2,-26.2,-5.0,i,1148,27.9,1.2,16.1%,0.26,1434,6.5,3.2
Cc1cc(C)c(C(=O)Nc2cccc(F)c2)c(Cl)n1,2.8%,8.5,744,i,3.4,-1.4,-2.4,i,597,5.3,1.1,1.9%,/,/,8.5,1.7
CNC(=S)NC1CC2CCC(C1)N2Cc1ccccc1 (stereo not given),-4.6%,-0.4,/,i,1.2,/,-9.6,i,1372,64.1,1,-6.4%,0.95,1717,4.5,1.3
COc1ccc(NC(=O)C(c2ccc(OC)cc2)N(C)C(=O)c2cnccn2)cc1 (stereo not given),19.8%,-1.0,815,i,5.4,-9.2,5.4,i,1022,46.5,1.1,14.0%,1.3,1131,6.2,2.1
O=S(=O)(NCc1cc(-c2ccccc2Cl)no1)c1ccc(Cl)cc1,11.3%,/,/,i,2.0,/,-3.2,i,/,3.9,1.1,3.6%,/,/,6.0,1.8
CCCc1cc(=O)[nH]c(SCC(=O)Nc2ccc(C)cc2)n1,-8.3%,-6.0,634,i,3.2,10.6,3.2,i,1123,4.1,1.1,1.3%,1.62,1545,6.9,1.5
O=C(/C=C/c1ccccc1F)c1ccoc1,-4.1%,2.2,/,i,3.3,/,2.6,i,1455,60.1,1.1,-4.8%,-0.29,1614,4.4,2.4
COc1ccc(S(=O)(=O)Cc2ccc(C(=O)NCc3ccc(F)cc3)o2)cc1,-15.1%,/,/,/,3.2,/,13.0,i,/,/,1,-14.6%,0.42,877,8.8,2.4
CCCc1cc(=O)[nH]c(SCC(=O)c2ccc(S(=O)(=O)N3CCCC3)cc2)n1,-22.0%,-3.8,/,i,1.9,/,5.5,i,1037,20.1,1.1,-6.7%,/,/,6.1,1.7
